Compound activity (PubChem)
IL2 activator = qHTS of IL-2 Activators; IL-2 activation reporter assay, cell-based qHTS; stimulated with anti-CD3/CD4/CD28 beads; in transgenic mouse T cells; AID 652025, 2013; activation, % (series mostly up to about 46 µM); 360,000 tested, 0.065% active; in the data active = activation above about 50%; inconclusive = mostly about 30% to 49%; note: 0% is about no effect
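Unstimulated transgenic mouse T cells preincubated 60 min with compound, then stimulated with anti-CD3/anti-CD4-coated beads plus anti-CD28 for 18 h at 37 degrees C. IL-2 response read as EGFP and DsRed fluorescence by plate cytometry.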
EPAC1 antag = qHTS for Antagonist of cAMP-regulated guanine nucleotide exchange factor 3 (EPAC1): primary screen | Rap guanine nucleotide exchange factor 3 (Homo sapiens), O95398 | 360,000 tested, 0.14% active | EPAC1 GEF assay, Rap1b-BODIPY-GDP exchange fluorescence | Potency, µM (doses to about 115 µM), inactives show at the highest dose activity change, negative = inhibition, hits mostly inhibitors;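 note: potency is the fitted concentration of half-maximal effect; plate controls were vehicle for no effect and positive control for full effect; nearly all actives have a fitted effect of over 50% in size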
EPAC2 agonist = qHTS for Agonist of cAMP-regulated guanine nucleotide exchange factor 4 (EPAC2): primary screen; AID 720711, 2013; Potency, µM (doses to about 154 µM), for the others: at the top dose activation, actives largely listed as activators; Rap guanine nucleotide exchange factor 4 (Homo sapiens), Q8WZA2; EPAC2 activation, biochemical qHTS; response scale: 100% = 6.5 mM cAMP response; 360,000 tested, 0.079% active; note: potency is the fitted concentration of half-maximal effect; nearly all actives have a fitted effect of over 50% in size
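EPAC2 (100 nM) mixed with Rap1B loaded with BODIPY-GDP (250 nM) plus 50 uM unlabeled GDP; compounds pinned in, 5 min RT, then read every 5 min for 30 min (ex 480, em 540 nm). Normalized to cAMP control.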
CCT chaperon mod = High-Throughput Screening for Modulators of Cytosolic Chaperonin Activity | purified chaperonin ATPase assay, HTRF ADP detection, 30 min | activity change, % (no concentration beside the values), hits read low | 360,000 tested, 0.3% active; in the data active = activity change below about -30%; note: % is set by controls: 0 for no effect and ±100 for the full control effect
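ATPase activity: ADP formed was measured by HTRF Transcreener (665/615 nm ratio) after 30 min at 37 deg C with 10 uM ATP. Compounds screened at one 76 uM concentration against 40 or 20 nM TRiC in Tris pH 7.4/KCl/MgCl2/DTT buffer.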
PI5P4K alpha inh = qHTS for Inhibitors of phosphatidylinositol 5-phosphate 4-kinase (PI5P4K) | Phosphatidylinositol 5-phosphate 4-kinase type-2 alpha (Homo sapiens), P48426 | PI5P4Kalpha enzyme, ADP-Glo luminescence, 60 min; hits give low values | max response, % | 330,000 tested, 1.2% active; active = max response of -50% or lower; inconclusive = between -30% and -50%; inactive = -30% or higher; note: value at the top dose of about 77 µM; % is set by controls: 0 for no effect and ±100 for the full control effect
Target sequence (P48426 whole entry, looked up): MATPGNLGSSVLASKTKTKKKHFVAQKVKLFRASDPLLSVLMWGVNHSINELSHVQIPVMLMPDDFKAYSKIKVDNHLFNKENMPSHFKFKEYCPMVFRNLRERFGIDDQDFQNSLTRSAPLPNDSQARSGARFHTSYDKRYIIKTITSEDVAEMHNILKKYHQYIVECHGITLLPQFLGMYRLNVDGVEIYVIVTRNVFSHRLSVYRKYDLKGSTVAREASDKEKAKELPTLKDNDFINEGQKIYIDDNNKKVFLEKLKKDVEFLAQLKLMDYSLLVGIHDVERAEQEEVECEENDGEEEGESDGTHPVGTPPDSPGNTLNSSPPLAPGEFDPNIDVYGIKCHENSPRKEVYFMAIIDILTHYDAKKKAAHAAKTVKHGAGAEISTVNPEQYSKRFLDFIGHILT
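Controls without substrate or without enzyme flank wells where PI5P4Kalpha converts substrate using 5 microM ATP (final). Incubation lasts 60 minutes at room temperature; ADP formed is read by ADP-Glo luminescence.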
WRN helicase inh = qHTS for Inhibitors of WRN Helicase | Potency, µM (doses to about 114 µM), inactives show top-dose activity change, negative = inhibition, hits mostly inhibitors | Bifunctional 3'-5' exonuclease/ATP-dependent helicase WRN (Homo sapiens), Q14191 | 360,000 tested, 0.46% active | WRN helicase unwinding, fluorescent forked duplex, kinetic; note: potency is the fitted concentration of half-maximal effect; % is set by controls: 0 for no effect and ±100 for the full control effect; nearly all actives have a fitted effect of over 55% in size
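Kinetic red-fluorescence monitoring (525/598 nm) tracks WRN helicase activity after 100 nM fluorophore-quencher forked duplex and 2 mM ATP are added to 20 nM enzyme pretreated 15 min at room temperature with compound.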
EPAC1 ag = qHTS for Agonist of cAMP-regulated guanine nucleotide exchange factor 3 (EPAC1): primary screen; Rap guanine nucleotide exchange factor 3 (Homo sapiens), O95398; EPAC1 agonist qHTS, biochemical assay; response scale: 100% = response to 6.5 mM cAMP; Potency, µM (top dose mostly 154 µM), for inactives: at the top dose activation, hits mostly activators; 360,000 tested, 0.073% active; AID 720707, 2013; note: potency is the fitted concentration of half-maximal effect; nearly all actives have a fitted effect of over 60% in size
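Nucleotide exchange assay: 100 nM EPAC1 with 250 nM Rap1B loaded with BODIPY-GDP and 50 uM GDP, room temperature. Fluorescence (480/540 nm) read every 5 min for 30 min; signal change normalized to 6.5 mM cAMP as full agonist.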
PLK1 PBD inh = qHTS for Inhibitors of PLK1-PDB (polo-like kinase 1 - polo-box domain): Primary Screen. Serine/threonine-protein kinase PLK1 (Homo sapiens), P53350. Plk1 PBD binding of FITC phosphopeptide, fluorescence polarization. Potency, µM, for the others: max response, negative = inhibition, most hits filed as inhibitors. 360,000 tested, 2.8% active; note: potency is the fitted concentration of half-maximal effect; series mostly up to about 57 µM; % is set by controls: 0 for no effect and ±100 for the full control effect; nearly all actives have a fitted effect of over 65% in size
Target sequence (P53350 whole entry, looked up, the tested form may be a part): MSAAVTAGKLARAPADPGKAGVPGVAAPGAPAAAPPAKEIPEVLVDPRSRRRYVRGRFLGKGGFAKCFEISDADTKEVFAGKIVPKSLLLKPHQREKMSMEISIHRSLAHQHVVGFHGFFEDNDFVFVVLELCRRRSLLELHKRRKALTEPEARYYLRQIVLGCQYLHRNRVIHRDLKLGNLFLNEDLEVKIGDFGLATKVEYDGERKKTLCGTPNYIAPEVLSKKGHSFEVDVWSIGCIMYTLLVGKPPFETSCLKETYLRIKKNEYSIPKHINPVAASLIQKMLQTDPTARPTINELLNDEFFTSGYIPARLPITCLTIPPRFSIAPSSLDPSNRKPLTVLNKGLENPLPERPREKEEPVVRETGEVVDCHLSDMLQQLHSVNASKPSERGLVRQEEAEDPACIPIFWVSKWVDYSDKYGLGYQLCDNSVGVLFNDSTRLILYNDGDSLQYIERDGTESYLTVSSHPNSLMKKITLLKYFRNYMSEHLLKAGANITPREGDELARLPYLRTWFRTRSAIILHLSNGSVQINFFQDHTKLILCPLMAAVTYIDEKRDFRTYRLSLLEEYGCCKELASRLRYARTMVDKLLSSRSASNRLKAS
* marks the source's active call; other numbers are inactive results; ? = inconclusive; . = not tested or not shown; [ ] = dose if it differs, or a comment. Unless noted, calls come from the whole dose curve; as a rule, active = well fitted curve in the direction sought with a large enough effect; inconclusive = small, poorly fitted or top-dose-only effect, or another doubt; inactive = no such curve, though single readings can be large; an effect the other way counts as inactive or inconclusive.

SMILES	IL2 activator	EPAC1 antag	EPAC2 agonist	CCT chaperon mod	PI5P4K alpha inh	WRN helicase inh	EPAC1 ag	PLK1 PBD inh
O=C(NCc1cccnc1)C1COc2ccccc2O1 (stereo not drawn)	0.5	-8%	1%	4.0	-5	-11%	5%	0%
O=C(NNC1CC(=O)N(c2ccc3c(c2)OCCO3)C1=O)c1ccccc1 (stereo not drawn)	0.4	-7%	14%	-0.5	.	4%	8%	-2%
C=CS(=O)(=O)c1c2cc(OC)ccc2nc2ccc(OC)cc12	-5.7	1%	10%	-4.8	-18	?	-6%	2.7µM*
O=C(Nc1cc(-c2nc3ncccc3o2)ccc1Cl)c1ccc2c(c1)OCO2	-0.7	4%	7%	-5.0	2	1%	0%	-6%
Cc1ccc(S(=O)(=O)C2(S(=O)(=O)c3ccc(C)cc3)CCCC2)cc1	0.4	-15%	16%	-6.8	-3	-26%	2%	-8%
O=C(NCC1CCCO1)c1onc(CSc2ccccc2)c1C(=O)O (stereo not drawn)	0.2	3%	9%	-1.8	-17	6%	3%	0%
O=C(NC(=S)N1CCc2ccccc21)c1ccccc1	0.1	-8%	13%	-0.7	-23	6%	0%	-17%
CCCn1nc(C(=O)NCCN2CCOCC2)c2ccccc2c1=O	-0.6	3%	4%	0.2	1	2%	5%	-14%
COc1cccc(/C=C/C(=O)OCC(=O)c2ccccc2)c1OC	0.6	-1%	16%	-0.4	12	-2%	23%	-6%
CCN(CC)C(=O)c1sc(NC(=O)c2cccs2)c(C#N)c1C	-0.2	4%	6%	-1.5	3	3%	9%	-5%
CCOC(=O)C(NCc1ccccc1OC)(NC(C)=O)C(F)(F)F (stereo not drawn)	5.6	-2%	0%	-0.2	1	7%	4%	-10%
O=C(C[C@@H]1C[C@H]2c3cc(NC(=O)Nc4ccccc4F)ccc3O[C@H]2[C@H](CO)O1)NCC(F)(F)F	-0.8	1%	2%	-0.1	3	-5%	-14%	-22%
O=C1CSC(=S)N1N=Cc1c(O)ccc2ccccc12	0.0	?	-9%	-0.3	-73*	?	2%	-10%
CCCn1cc(S(=O)(=O)c2ccccc2)c(=O)c2cc(OCC)ccc21	0.2	-19%	-5%	-0.5	-2	6%	2%	-17%
O=C(CCC(=O)N(CC(=O)NC1CCCC1)C1CCCC1)Nc1ccccn1	-0.1	-11%	9%	-1.2	-2	-6%	-5%	-2%
COC(=O)c1ccc(NC(=O)Cn2nc(-c3ccncc3)nc2SCC(=O)Nc2nccs2)cc1	-3.1	15%	-9%	-1.7	.	6%	-9%	-2%
O=C(CSc1ccc(C(F)(F)F)cc1[N+](=O)[O-])Nc1ccccc1	-2.6	7%	4%	-0.7	.	-4%	-3%	-26%
Cc1ccc(C)c(SCC(=O)NCC(c2ccco2)N2CCCCC2)c1 (stereo not drawn)	-1.0	-24%	-1%	-4.0	0	-6%	-2%	-13%
COc1cc(-c2nnc(COc3ccc4cc(Br)ccc4c3)o2)cc(OC)c1OC	0.1	-7%	11%	1.4	8	-2%	-4%	-4%
O=C(CSc1nnc(-c2ccccc2F)o1)N1CCNC1=O	0.2	9%	7%	1.7	11	1%	2%	-7%
CCNc1nc(NC(C)(C)C)nc(Oc2ccc(=O)n(-c3ccccc3)n2)n1	0.5	-3%	0%	1.6	4	11%	0%	-15%
COc1ccccc1CNC(=O)c1ccccc1OC	-2.2	2%	6%	0.1	.	-11%	3%	0%
O=S(=O)(c1ccccc1)N1CCN(CCO)CC1	0.8	2%	8%	-0.1	0	1%	8%	-6%
N#Cc1ccc(C23OCCN2CCn2nc4ccccc4c23)cc1 (stereo not drawn)	-0.3	-2%	-3%	1.3	3	0%	0%	-13%
N#Cc1c(N2CCN(c3ccc(F)cc3)CC2)nc(N)c2c(N)nc3c(c12)CC(=O)N3C1CC1	-3.4	-4%	-10%	0.5	-50*	-13%	-6%	-29%
CCOCCCNC(=O)c1cn(CC(C)C)c(=O)c2c1c1ccccc1n2C	0.0	-5%	5%	0.2	1	1%[57.1 µM]	12%	-7%
CC(=O)Nc1sc(C)c(C)c1C(=O)OCC(=O)Nc1cccc(C)c1	-0.3	-11%	-6%	-1.5	1	5%	-1%	0%
COc1ccc([C@H]2CC(=O)C=C(c3cccc4c3sc3ccccc34)C2)cc1OC	0.5	29%	14%	-1.9	8	8%	6%	-2%
COc1cccc(CCNC(=O)c2cc(COc3c(F)cccc3F)on2)c1	0.3	-18%	20%	0.0	5	-5%	-6%	2%
COc1cccc(CCNC(=O)CCc2nnc(-c3cc(C)oc3C)o2)c1	-2.3	?	-4%	1.5	-1	-3%	8%	-20%

Structures above with a CF3 group:
SMILES	IL2 activator	EPAC1 antag	EPAC2 agonist	CCT chaperon mod	PI5P4K alpha inh	WRN helicase inh	EPAC1 ag	PLK1 PBD inh
CCOC(=O)C(NCc1ccccc1OC)(NC(C)=O)C(F)(F)F (stereo not drawn)	5.6	-2%	0%	-0.2	1	7%	4%	-10%
O=C(C[C@@H]1C[C@H]2c3cc(NC(=O)Nc4ccccc4F)ccc3O[C@H]2[C@H](CO)O1)NCC(F)(F)F	-0.8	1%	2%	-0.1	3	-5%	-14%	-22%
O=C(CSc1ccc(C(F)(F)F)cc1[N+](=O)[O-])Nc1ccccc1	-2.6	7%	4%	-0.7	.	-4%	-3%	-26%

Following part.
SMILES	IL2 activator	EPAC1 antag	EPAC2 agonist	CCT chaperon mod	PI5P4K alpha inh	WRN helicase inh	EPAC1 ag	PLK1 PBD inh
O=S(=O)(Cc1ccc(Cl)cc1)NCc1ccc2c(c1)OCO2	-2.0	-1%	0%	0.8	8	6%	-8%	1%
CCOC(=O)CCNC(=O)N1CCCC(C(=O)c2ccc3c(c2)OCO3)C1 (stereo not drawn)	-0.3	-9%	6%	0.4	0	-4%	-5%	-5%
COc1cccc(-n2c(C)nnc2SCC#N)c1	-4.7	8%	2%	-0.4	.	2%	-3%	-7%
Clc1ccc(-n2ncc3c(NCc4ccco4)ncnc32)cc1	-1.2	-7%	11%	-2.0	0	-6%	-6%	-9%
CC(C(=O)NC(=O)NC1CCCCC1)N1CCN(c2ccc(O)cc2)CC1 (stereo not drawn)	-1.1	3%	9%	0.7	2	5%	6%	-11%
COC(=O)c1nc(NC(=O)c2cc(OC)c(OC)c(OC)c2)n[nH]1	1.6	19%	3%	1.7	-2	6%	1%	?
CCOC(=O)N1CCN(CC(c2ccccc2)c2ccccc2)CC1	1.0	5%	12%	-1.7	3	1%	7%	-2%
Cc1cccc(NC(=O)C2CCCN2C(=O)OCC(C)C)c1 (stereo not drawn)	-2.2	5%	5%	-2.5	.	1%	1%	-3%
CCOc1ccc(NC(=O)C/C(C)=N/NC(=O)c2cnccn2)cc1	-1.4	3%	11%	-1.8	-1	8%	3%	-15%
FC(F)(F)c1cccc(Oc2nc(-c3ccccc3)nnc2C(F)(F)F)c1	-2.6	3%	2%	0.7	.	8%	-4%	-7%
CNc1nc(N2CCc3ccccc32)ncc1F	1.2	0%	13%	0.4	.	-9%	6%	2%
Cc1c(C)c2c(OCC(=O)Nc3ccc(CCO)cc3)cc3c(c2oc1=O)CCC(C)(C)O3	1.7	2%	2%	-1.6	-5	8%	-15%	2%
Cc1ccc(OCC(=O)NNC(=O)[C@@H]2CCCC[C@@H]2C(=O)O)c(Br)c1	-2.7	9%	-2%	0.4	-4	9%	6%	3%
COc1ccccc1-c1cc(C(=O)NCCN2CCOCC2)no1	-1.1	-2%	-1%	-1.6	.	1%	8%	-8%
COc1ccccc1[C@@H]1C(c2ccccc2)=NN(c2ccccc2)[C@H]1C(=O)N1CCOC1=O	0.1	-3%	-9%	1.2	11	-10%	8%	-1%
O=C(CNc1cccc(S(=O)(=O)N2CCOCC2)c1)Nc1ccccc1F	0.3	-7%	4%	-0.4	1	1%	2%	-3%
COc1ccc(/C=C2\Oc3cc(OCC(=O)N4CCC(C(=O)O)CC4)ccc3C2=O)c(OC)c1OC	0.4	-13%	6%	-0.3	-7	-3%	-18%	-14%
COc1ccc(CCC(=O)Nc2cccc(Cl)c2)cc1	-2.0	-3%	12%	0.0	10	-6%	2%	-4%
C/C(CC(=O)Nc1ccc(N(C)C)cc1)=N\NC(=O)c1ccccc1Cl	1.4	6%	-1%	1.5	-2	4%	-9%	-2%
COc1ccc(C(CNS(=O)(=O)c2ccc(C)cc2)N2CCN(C)CC2)cc1 (stereo not drawn)	1.4	10%	-2%	3.5	8	-16%	-4%	-6%
Cc1nc(SCC(=O)NC(=O)NCc2ccccc2)nc(C)c1C	-0.5	-12%	2%	-0.4	2	4%	0%	-7%
CCOC(=O)CNC(=S)N(Cc1ccccc1)Cc1ccccc1F	-5.6	-15%	19%	1.9	9	-2%	8%	1%
Nc1c(C(=O)CCC(=O)O)oc2ccc(Cl)cc12	-1.2	-3%	18%	-3.3	-7	2%	-2%	-14%
CC(C)CCNC(=S)Nc1ccc(Br)cc1	-0.5	0%	0%	-2.1	9	5%	9%	-9%
CCOC(=O)/C(C#N)=C/c1cn(CCC(=O)O)nc1-c1ccc(Cl)cc1	-0.2	7%	-6%	-1.7	-3	-21%	10%	-8%
Cc1csc2c(=O)n3c(nc12)CCCCC3	-0.7	6%	-5%	-3.0	.	0%	0%	-7%
COc1cc(C(=O)NNC(=O)CN2C(=O)NC(C)(c3ccc(C)cc3)C2=O)cc(OC)c1OC (stereo not drawn)	-3.7	10%	1%	-1.6	4	1%	18%	-2%
COc1cccc(NC(=O)CCc2nc(-c3cccs3)no2)c1	-3.7	20%	6%	1.4	18	-1%	-4%	-29%
COc1ccc(-c2noc(CNS(=O)(=O)c3ccc(NC(C)=O)cc3)n2)cc1	-4.3	10%	6%	0.7	1	-7%	-5%	-25%
Cc1c(C(=O)NCc2ccccc2)oc2ccc(S(=O)(=O)N3CCC4(CC3)OCCO4)cc12	-2.3	-2%	7%	0.2	0	-15%	13%	-2%

Not all compounds are listed (hit frequency here may not be typical).
